# Screening results deposited in PubChem BioAssay by several laboratories.
# DAX1 inh-1: inhibitors of DAX1 repression of SF-1 activated StAR promoter | actives 1.1% (n = 370,000) | AID 652010 | inhibition, % at 6.8 µM | HEK293T StAR-luciferase reporter, SF-1/DAX-1 repression relief;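 active = inhibition above the mean over all tested compounds plus 3 SD, cut at about 3.6% in these data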;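 also: 0% = DAX-1 cells with DMSO and 100% = cells lacking DAX-1 with DMSO; higher inhibition means more luminescence from relief of DAX-1 repression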
# ssDAF12 agonist: activates DAF-12 receptor from parasite S. stercoralis; actives 1% (n = 370,000); HEK293 ssDAF-12/GRIP1 lit1-tk-luc reporter, luminescence; % of 3 µM dafachronic acid response; AID 652126; activation, % at 6.8 µM;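 active = activation above the mean over all tested compounds plus 3 SD, cut at about 0.9% in these data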;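 also: 0% = DMSO-only wells and 100% = 3 µM delta7-dafachronic acid wells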
# ADAM10 inh: inhibitors of human ADAM10 | actives 0.62% (n = 370,000) | recombinant ADAM10, EDANS/DABCYL FRET peptide cleavage, 3 h | inhibition, % at 7 µM;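 active = inhibition above a per-campaign cutoff equal to the mean of compounds falling between control-based bounds plus 3 SD, cut at about 20% in these data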;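 also: 0% = DMSO wells while the 100% control is not disclosed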
# hgDAF-12 ag: activates the H. glycines DAF-12 receptor ligand-binding domain. HEK293 GAL4-hgDAF12 UAS-luciferase reporter, agonist luminescence; normalized to butyrate control. activation, % at 6.8 µM. actives 1.8% (n = 370,000);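 active = activation above a cutoff set at the mean of all screened compounds plus 3 SD, cut at about 10% in these data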;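 also: 0% = DMSO wells and 100% = sodium butyrate wells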
# FXN GAA850 act: increases GAA850 frataxin promoter reporter activity; HEK293 lucGAA850 FXN promoter luciferase reporter, 24 h; percent of 10 µM SAHA response; activation, % at 6 µM; actives 0.56% (n = 360,000);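 active = activation above the average of all compounds screened plus 3 SD, cutoff fixed separately per campaign, cut at about 7.5% in these data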;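 also: 0% = DMSO wells and 100% = 10 µM SAHA wells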
# GC-B act: GC-B (human) receptor activation | P20594 | HEK293-GC-B cells, CNP EC30, cGMP TR-FRET; 0% at EC30 CNP, 100% saturating CNP | activation, % at 10 µM | actives 0.11% (n = 370,000);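 active = activation at 10 µM reaching about 35% in either raw or pattern-adjusted values, limit read from the data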
# hcDAF-12 act: H. contortus DAF-12 activation, primary screen; AID 652067; HEK293 hcDAF-12 lit1-tk-luc reporter, luminescence; 0% DMSO, 100% Δ7-dafachronic acid; actives 1.4% (n = 370,000); activation, % at 6.8 µM;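 active = activation above the mean of all tested compounds plus 3 SD, cut at about 5.5% in these data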;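 also: 100% = response to 3 µM Δ7-dafachronic acid high control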
# SMARCA2 act: SMARCA2 function activation, primary screen; MG213 cells, MMTV-luciferase reporter, dexamethasone, overnight; activation, % at 9.1 µM; actives 1% (n = 370,000); AID 652017; in the data active = activation above about 7.8%;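 also: 0% = vehicle wells and 100% = reference activator wells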
# DAX1 inh-2: inhibits human nuclear receptor DAX1 | inhibition, % at 6.75 µM | P51843 | actives 0.99% (n = 340,000) | AID 504766 | HEK293 Gal4-DAX1 luciferase reporter, luminescence;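 active = inhibition above the mean over all tested compounds plus 3 SD, cut at about 4.2% in these data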;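 also: 0% = DAX1-transfected cells with DMSO and 100% = empty-vector control cells with DMSO; inhibition shows as a rise in luminescence from relieved DAX1 repression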
# NPR1 activator: GC-A (human) enzyme activation; P16066; HEK293 GC-A cells, cGMP TR-FRET, EC30 ANP; 0% at EC30 ANP, 100% saturating ANP; activation, % at 10 µM; actives 0.14% (n = 370,000); AID 1671463; in the data active = activation above about 40%
# Target sequence (P16066 whole entry, looked up): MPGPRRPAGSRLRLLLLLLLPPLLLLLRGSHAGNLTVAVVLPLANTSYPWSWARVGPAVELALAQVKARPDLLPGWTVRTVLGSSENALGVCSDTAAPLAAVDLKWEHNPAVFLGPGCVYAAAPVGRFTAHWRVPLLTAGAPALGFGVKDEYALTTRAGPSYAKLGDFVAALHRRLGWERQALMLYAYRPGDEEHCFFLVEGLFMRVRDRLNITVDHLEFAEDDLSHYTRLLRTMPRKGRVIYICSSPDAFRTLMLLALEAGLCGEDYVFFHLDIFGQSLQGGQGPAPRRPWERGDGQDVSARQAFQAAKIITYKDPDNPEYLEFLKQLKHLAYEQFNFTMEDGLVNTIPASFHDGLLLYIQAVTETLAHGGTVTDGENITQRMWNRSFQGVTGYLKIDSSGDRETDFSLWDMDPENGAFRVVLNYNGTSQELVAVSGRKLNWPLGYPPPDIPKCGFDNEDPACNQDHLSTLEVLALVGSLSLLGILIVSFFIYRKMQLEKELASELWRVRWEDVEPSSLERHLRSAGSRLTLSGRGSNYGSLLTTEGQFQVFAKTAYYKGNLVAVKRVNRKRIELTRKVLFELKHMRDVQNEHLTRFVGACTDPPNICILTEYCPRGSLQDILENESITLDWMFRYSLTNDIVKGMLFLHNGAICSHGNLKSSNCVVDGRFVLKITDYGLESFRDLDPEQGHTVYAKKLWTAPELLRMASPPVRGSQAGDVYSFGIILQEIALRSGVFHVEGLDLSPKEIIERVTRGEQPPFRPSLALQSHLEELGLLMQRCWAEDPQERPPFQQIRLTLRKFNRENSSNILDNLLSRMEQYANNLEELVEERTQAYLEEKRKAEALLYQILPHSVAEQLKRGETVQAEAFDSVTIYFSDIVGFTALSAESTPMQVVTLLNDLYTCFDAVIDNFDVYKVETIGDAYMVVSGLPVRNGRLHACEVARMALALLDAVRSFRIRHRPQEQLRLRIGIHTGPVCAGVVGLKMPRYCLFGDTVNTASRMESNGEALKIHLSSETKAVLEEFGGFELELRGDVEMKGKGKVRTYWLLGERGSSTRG
# sPLA2-III inh: Blocks human group III sPLA2 activity. QFRET BODIPY PC-A2 liposome hydrolysis, fluorescence. Q9NZ20. inhibition, % at 12.2 µM. actives 0.56% (n = 370,000). AID 743126;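 active = inhibition above mean plus 3 SD of compounds lying within the high and low control bounds, cut at about 19% in these data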;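 also: 0% = median of test compound wells and 100% = no enzyme DMSO wells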
# An asterisk follows results filed as active; i = inactive; . = no result given.
molecule	ssDAF12 agonist	DAX1 inh-2	NPR1 activator	hcDAF-12 act	GC-B act	ADAM10 inh	FXN GAA850 act	hgDAF-12 ag	sPLA2-III inh	DAX1 inh-1	SMARCA2 act
COc1ccc(N2C(=O)CCC(C(=O)N3CCOCC3)C2c2ccc(F)cc2)cc1 (centres undefined)	-1.0	2.3	-13.2	-0.4	-8.4	3.5	0.6	3.2	3.1	-0.1	-2.9
N#C/C(=C/c1cccs1)c1ccccn1	-0.5	1.4	-7.5	2.6	-6.8	-27.0	2.6	8.2	-2.6	1.7	5.3
COc1cnc(-c2ccccn2)nc1Sc1c(Cl)cccc1Cl	-1.7	-1.0	-5.4	-2.6	-4.7	-0.5	0.0	-5.3	2.1	-1.9	-2.0
C=CCn1c(C(CCCC)CC(O)COCC(C)C)n[nH]c1=S (centres undefined)	-1.8	0.7	-5.9	-1.1	0.7	-1.4	-0.7	-2.0	11.6	0.3	1.8
COc1cc(/C=C(\NC(C)=O)C(=O)Nc2cccc(O)c2)ccc1OC(C)=O	-1.2	-0.3	-3.5	-0.5	-3.5	3.1	-2.4	1.9	-14.4	-0.7	-2.4
CCCn1nnnc1NCc1ccccc1C	-0.9	-0.3	1.5	-2.8	5.8	8.2	-0.5	0.6	-1.6	-0.1	1.2
COc1ccc(CNC(=O)CN(c2ccc(C(C)C)cc2)S(=O)(=O)c2c(C)noc2C)cc1	-1.2	-0.1	-2.4	-1.1	2.0	-4.2	-0.8	1.0	3.8	-0.2	-1.1
O=C(Nc1ccc(C2SCCS2)cc1)c1ccccc1	1.6*	.	-2.1	4.0	0.8	-12.9	3.0	10.5*	10.2	2.1	7.6
O=C(c1ccc(Cl)c(Cl)c1)N1CCC(=O)N(C(CO)Cc2ccccc2)CC1 (centres undefined)	-0.9	1.5	0.5	-2.0	5.4	-13.5	-1.5	-0.6	-0.7	-0.5	-1.1
Fc1ccc2nc3[nH]c4ccccc4c3nc2c1	0.9	2.6	.	9.0*	.	-12.6	5.5	12.3*	1.0	4.8*	12.9*

# Some of these compounds in order of the NPR1 activator value, largest number first:
SMILES | ssDAF12 agonist | DAX1 inh-2 | NPR1 activator | hcDAF-12 act | GC-B act | ADAM10 inh | sPLA2-III inh | DAX1 inh-1 | SMARCA2 act
CCCn1nnnc1NCc1ccccc1C | -0.9 | -0.3 | 1.5 | -2.8 | 5.8 | 8.2 | -1.6 | -0.1 | 1.2
COc1cnc(-c2ccccn2)nc1Sc1c(Cl)cccc1Cl | -1.7 | -1.0 | -5.4 | -2.6 | -4.7 | -0.5 | 2.1 | -1.9 | -2.0
N#C/C(=C/c1cccs1)c1ccccn1 | -0.5 | 1.4 | -7.5 | 2.6 | -6.8 | -27.0 | -2.6 | 1.7 | 5.3

# Next structures:
molecule	ssDAF12 agonist	DAX1 inh-2	NPR1 activator	hcDAF-12 act	GC-B act	ADAM10 inh	FXN GAA850 act	hgDAF-12 ag	sPLA2-III inh	DAX1 inh-1	SMARCA2 act
O=C(COC(=O)c1c(F)cccc1F)NCc1cccs1	-0.5	0.4	2.1	-0.1	7.3	-11.5	0.6	2.9	12.3	-0.2	0.5
COc1ccc(CCNC(=O)C2CCCN2C(=O)Nc2ccc(F)cc2)cc1OC (centres undefined)	-1.4	-0.7	-0.1	0.4	0.3	-3.3	-1.6	1.3	-4.2	-0.2	-0.3
CCCCCCC(=O)NNC(=O)c1c(O)c2ccccc2n(CC)c1=O	-0.7	-0.6	-0.2	-2.9	5.1	-9.1	1.0	-1.4	10.6	0.3	2.3
O=C1Nc2ccccc2N(C(=O)c2c(F)cccc2F)C1c1nc2ccccc2[nH]1 (centres undefined)	0.2	.	-3.9	4.3	-2.7	-139.4	.	23.3*	0.5	13.8*	10.4*
CC(=O)Nc1ccc(S(=O)(=O)NCC2CCC(C(=O)NC3CCCCCC3)CC2)cc1 (centres undefined)	-1.0	-0.7	-1.1	0.6	0.0	1.4	-0.2	-3.0	2.9	-0.2	-0.1
Cc1ccc(OCc2cc(C(=O)N3CCCC3)no2)cn1	0.1	1.0	0.9	-0.7	3.4	-0.6	5.5	4.4	3.9	0.8	4.6
COc1ccc(NC(=O)C2CCCN(c3ncnc4onc(-c5ccc(F)cc5)c34)C2)cc1 (centres undefined)	-1.1	-0.2	-5.2	-1.0	1.1	-3.0	-0.8	0.2	-0.4	0.2	-1.7
Cc1c(-c2ccccc2)nc2ccccc2c1C(=O)Oc1ccc([N+](=O)[O-])cc1	-0.7	-0.6	1.7	0.8	-8.2	2.0	-1.1	-1.7	4.2	-0.4	0.7
Cc1cc(C)c2c(n1)nn1c(C3CC3)cc(C(F)(F)F)nc21	-1.4	0.6	8.6	-1.2	3.7	-0.6	2.0	-0.4	4.7	0.3	-0.2
CCOC(=O)COn1c2c(c3c4no[n+]([O-])c4ccc31)CCCC2	-1.5	-0.1	6.1	-1.6	-0.4	-0.5	-0.3	-0.7	12.2	0.3	0.4
CC(C)C(=O)Nc1cccc(NC(=O)c2cccc(F)c2)c1	-1.5	-0.2	2.0	-0.5	1.0	4.5	-0.8	0.9	0.5	-0.5	-1.7
Cc1nc[nH]c(=O)c1Br	-0.9	-0.7	2.3	1.6	0.3	1.6	1.2	2.1	13.3	0.4	-0.7
CCCN(C(=O)Cc1c(C(=O)O)n(C)c2ccccc12)c1cccc(C)c1	-0.9	2.5	1.9	2.7	5.4	1.0	0.9	-0.7	-9.0	-0.4	0.3
CCc1nnc(N/N=C/c2ccc(-c3ccc([N+](=O)[O-])cc3)o2)n1N	-1.7	-0.5	-3.9	-0.9	-7.2	6.7	-0.1	-6.0	-0.2	-2.2	3.0
Cc1ccccc1NS(=O)(=O)c1ccc(NC(=O)CSCc2ccc(Br)cc2)cc1	-1.0	1.1	-6.7	-0.8	6.1	32.3*	-0.9	0.0	-37.9	0.3	-2.7
Oc1ccc(/C=C/c2ccc3cccc(O)c3n2)cc1Br	-0.7	1.3	5.7	2.5	-6.2	10.9	-3.5	10.5*	-1.3	1.4	3.3
O=c1oc2cc(Oc3c([N+](=O)[O-])cc(C(F)(F)F)cc3[N+](=O)[O-])ccc2c2c1CCCC2	-1.2	0.7	2.4	0.0	6.8	-220.8	-1.1	3.2	3.5	-0.3	-0.7
O=C(NC1CCN(Cc2ccccc2)CC1)c1cncc(Br)c1	-1.5	-0.8	-0.8	-1.5	2.4	-3.9	0.3	1.4	2.1	0.3	-0.3
COc1ccc(/C=C(/NC(=O)c2ccco2)C(=O)N2CCCCC2)cc1	-1.1	0.6	-0.5	-2.4	4.4	-3.9	-0.5	-0.2	7.8	-0.9	1.0
COc1ccc(N(C(=O)CSCC(=O)Nc2cc(C)on2)C(C(=O)NC2CCCCC2)c2ccc(O)c(O)c2)cc1 (centres undefined)	-0.8	0.4	2.1	-0.3	1.8	-3.8	3.7	-2.6	-22.5	0.2	-2.0
CN1CCN(S(=O)(=O)c2ccc(C(F)(F)F)cc2)C(c2ccccc2)C1 (centres undefined)	-1.8	0.6	-6.2	1.1	2.1	-15.5	1.8	-2.6	5.0	0.7	-3.9
Cc1nnc(Sc2cc(NCCCO)c([N+](=O)[O-])c3nonc23)s1	-0.9	-0.2	28.2	0.9	10.4	-0.4	2.5	-2.2	4.6	-1.1	10.2*
O=C(O)Cc1ccc(NC(=O)CCN2C(=O)c3ccc([N+](=O)[O-])cc3C2=O)cc1	-1.0	1.1	-1.7	-1.2	-1.6	-5.9	1.0	-3.0	1.6	0.2	-4.3
Cc1c(Cl)c([N+](=O)[O-])nn1CCCC(=O)Nc1c(C)n(C)n(-c2ccccc2)c1=O	-1.4	0.4	5.1	-1.8	1.5	2.6	0.5	2.1	2.0	0.5	2.2
O=C(COC(=O)/C=C/c1ccc(Cl)cc1)Nc1ccc2c(c1)OCCO2	-0.4	2.0	0.1	-0.1	-1.6	-0.8	-5.5	3.6	22.4*	0.6	1.4
CCOC(=O)C1CCCN(C(=O)CCn2nnnc2CN2CCOCC2)C1 (centres undefined)	-0.8	1.2	3.6	-1.2	3.2	-19.3	-0.4	0.2	5.9	0.1	-3.0
CC(C)(C)c1ccc(-c2c(C#N)c(N)nc3c2CCCC3)s1	-0.6	1.8	0.4	-1.1	5.6	-6.2	4.0	0.6	-7.2	0.0	-2.8
COc1ccc(CN2C(=O)CCC2(C)c2nc3ccccc3[nH]2)cc1 (centres undefined)	-1.8	.	-2.3	0.1	8.1	-10.9	.	2.9	5.6	-1.2	0.9
CCC(=O)c1ccc(OCCn2cnc3ccccc32)cc1	-1.5	-0.3	0.3	-0.9	-2.0	9.7	0.0	1.5	-2.6	-2.3	-2.4
O=C(NCc1ccc2c(c1)OCO2)c1ccc(S(=O)(=O)N2CCOCC2)cc1	-0.1	.	-0.3	-0.7	6.3	1.9	0.1	-3.4	-4.6	-0.4	0.3
C#CCOCCOCCOCCNc1nc(N2CCN(C(=O)Cn3cc(CCCCN)nn3)CC2)nc(N2CCN(C(=O)[C@H](CCCCN)n3cc(CCCC)nn3)CC2)n1	-1.2	-0.1	-0.3	-1.7	2.4	6.8	1.2	-2.2	-2.6	0.1	1.0
CCCCCCn1c(=O)n2n(c1=O)C[C@]1(OC(=O)NCc3ccccc3)CN(S(=O)(=O)c3ccc(C)cc3)C[C@]1(O)C2	-1.0	0.1	-1.1	-0.8	0.5	5.3	-3.7	3.1	-29.1	-0.2	-0.5
COc1cc(CCC(=O)NCC2CCCO2)cc(OC)c1OC (centres undefined)	0.0	0.5	2.1	0.5	0.8	-1.1	0.0	-1.1	9.1	-1.6	-3.0
CCOC(=O)C1=CCN(S(=O)(=O)c2ccccc2F)C1c1cccc(F)c1 (centres undefined)	-1.4	.	-2.7	-0.9	-2.1	1.5	.	-2.0	-9.3	-1.2	0.8
COc1ccccc1-c1nc(C#N)c(N2CCc3ccccc3C2)o1	-2.4	-0.7	-1.4	-1.1	-3.9	i	-0.8	0.4	-5.1	-0.6	3.9
O=C(CC(C(=O)O)c1ccc(Cl)cc1)c1ccc(Br)cc1 (centres undefined)	-1.0	-0.8	-3.6	-1.4	-5.0	6.1	-1.4	-0.5	-7.9	-0.2	-2.3
O=C(N/N=C/c1ccc(N2CCCCC2)o1)c1ccccc1[N+](=O)[O-]	-1.2	-0.2	2.2	-0.2	7.5	-6.9	3.9	-2.9	-6.5	-0.2	-2.1
Cc1noc(C)c1S(=O)(=O)Nc1ccc2c(c1)C(=O)N([C@H](C)CO)C[C@H](C)[C@@H](CN(C)C(=O)NC(C)C)O2	-0.9	-0.3	4.9	0.9	6.3	-7.2	0.1	0.8	8.1	2.1	0.2
Cc1ccsc1C(=O)NCC(c1cccs1)N1CCOCC1 (centres undefined)	-0.4	0.9	-1.2	0.5	-4.7	7.3	-0.6	6.6	5.2	-1.6	-1.9
COc1ccc(Cl)cc1NC(=O)CN(C)CC(=O)Nc1ccc(C)cc1Br	-1.4	-0.1	-7.1	-1.6	-6.6	5.8	0.4	1.7	-11.5	-0.8	-1.3
O=C(CSCc1ccccc1)NCCc1ccc(F)cc1	-0.6	2.2	4.8	0.5	-0.9	-3.5	2.0	1.2	-0.6	0.3	0.4
CC(OC(=O)c1ccc(Br)c(S(=O)(=O)N2CCOCC2)c1)C(=O)NC1CCCCC1C (centres undefined)	-1.4	0.7	-3.6	-0.7	-2.3	-3.3	-0.1	2.3	-9.9	-1.8	-0.6
